Screening data deposited in PubChem BioAssay by several laboratories.
NPY Y1 blocker: NPY-Y1 receptor antagonists, primary screen, cell-based. Neuropeptide Y receptor type 1 (Homo sapiens), P25929. HEK293-CNG Y1 cells, membrane potential fluorescence; NPY at EC95, then isoproterenol. inhibition, % at 3.6 µM. hit rate 1% among 200,000. AID 1040, 2008;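 active = inhibition above the campaign mean inhibition of all tested compounds plus 3 SD, cut at about 20% in these data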;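 also: 0% = DMSO wells given NPY plus isoproterenol and 100% = isoproterenol alone without NPY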
Target sequence (P25929 whole entry, looked up): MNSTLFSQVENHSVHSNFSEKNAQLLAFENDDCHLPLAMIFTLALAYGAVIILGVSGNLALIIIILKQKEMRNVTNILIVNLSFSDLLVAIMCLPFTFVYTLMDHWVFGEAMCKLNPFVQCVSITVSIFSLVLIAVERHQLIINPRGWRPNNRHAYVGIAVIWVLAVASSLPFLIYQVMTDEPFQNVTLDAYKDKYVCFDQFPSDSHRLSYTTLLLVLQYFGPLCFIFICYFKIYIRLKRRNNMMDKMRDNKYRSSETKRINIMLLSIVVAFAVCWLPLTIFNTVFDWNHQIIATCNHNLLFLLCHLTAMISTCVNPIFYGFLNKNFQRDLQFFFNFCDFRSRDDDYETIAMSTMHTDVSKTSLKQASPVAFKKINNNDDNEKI
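Material: HEK293 cells with Y1 receptor plus CNG channel; times: compound incubation 1 h at room temperature, readout 45 min post-stimulation; signal: fluorescence, membrane potential probe; read-out basis: fluorescence ratio normalized to % inhibition between controls; benchmarks: full-block control isoproterenol-only wells, zero-block control NPY plus isoproterenol wells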
S1P4 antag: S1P4 receptor antagonists, primary screen, cell-based | Sphingosine 1-phosphate receptor 4 (Homo sapiens), O95977 | S1P4-expressing cells, antagonist mode, reporter read-out | inhibition, % at 4.98 µM | hit rate 0.26% among 220,000 | AID 1510, 2009; in the data active = inhibition above about 29%;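 also: 0% = wells stimulated with agonist and 100% = vehicle wells without agonist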
NPY-Y2 PAM-ag: NPY-Y2 potentiators or agonists, primary screen, cell-based. hit rate 0.45% among 220,000. AID 1359, 2008. activation, % at 3.6 µM. cells expressing NPY-Y2, potentiator/agonist read-out. Neuropeptide Y receptor type 2 (Homo sapiens), P49146; in the data active = activation above about 27%;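 also: cells stimulated with NPY near EC25 plus isoproterenol at EC100; 0% = vehicle plus submaximal agonist and 100% = vehicle plus saturating agonist; some results beyond the cut were filed as inactive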
RBBP9 inhibitor: human RBBP9 inhibitors, primary screen, biochemical, fluorescence polarization, FP-Rh probe, HTS; Serine hydrolase RBBP9 (Homo sapiens), O75884; recombinant RBBP9; inhibition, % at 7.94 µM; hit rate 0.2% among 220,000; AID 1515, 2009;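 active = inhibition above the campaign mean of all tested compounds plus 3 SD, cut at about 14% in these data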;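 also: plate controls were DMSO wells with RBBP9 for no effect and wells lacking RBBP9 protein for full effect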
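System: RBBP9 protein | Quantity: 2.5 µM RBBP9 dispensing solution, before mixing | Reagent: FP-Rh probe, 375 nM dispensing solution | Timing: Enzyme-compound preincubation 30 min, then probe labeling 45 min, 25 °C | Measured by: Fluorescence polarization | Read-out: % inhibition | Replication: One well per compound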
BaF3 parental: parental Ba/F3 cell viability inhibition, counter-screen for JAK2V617F inhibitor project, murine pro-B, CellTiter-Glo luminescence. CellTiter-Glo ATP luminescence. inhibition, % at 5.6 µM. hit rate 1.1% among 220,000;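 active = inhibition above a per-campaign cutoff, the mean inhibition of all tested compounds plus 3 SD, cut at about 27% in these data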;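 also: 0% = DMSO wells and 100% = JAK Inhibitor I control wells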
S1P4 ag: S1P4 receptor agonists, primary screen, cell-based | S1P4-expressing cell line, agonist reporter assay | activation, % at 4.98 µM | hit rate 0.35% among 220,000 | AID 1509, 2009; in the data active = activation above about 11%;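 also: 0% = DMSO vehicle and 100% = reference agonist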
Runt-CBFb FRET: inhibitors of RUNX1 Runt–CBFb binding, primary screen, biochemical, FRET, Cerulean-Runt, Venus-CBFb, uHTS | Cerulean-Runt/Venus-CBFb FRET ratio 530/480, 1 h | hit rate 0.46% among 220,000 | Runt-related transcription factor 1 (Homo sapiens) + Core-binding factor subunit beta … | inhibition, % at 20 µM | AID 1496, 2009;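 active = inhibition over about 50% at 20 µM in the single-dose screen, limit read from the data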;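 also: 0% = DMSO wells and 100% = excess unlabeled CBFb competitor control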
Target sequence (Q01196 whole entry, looked up): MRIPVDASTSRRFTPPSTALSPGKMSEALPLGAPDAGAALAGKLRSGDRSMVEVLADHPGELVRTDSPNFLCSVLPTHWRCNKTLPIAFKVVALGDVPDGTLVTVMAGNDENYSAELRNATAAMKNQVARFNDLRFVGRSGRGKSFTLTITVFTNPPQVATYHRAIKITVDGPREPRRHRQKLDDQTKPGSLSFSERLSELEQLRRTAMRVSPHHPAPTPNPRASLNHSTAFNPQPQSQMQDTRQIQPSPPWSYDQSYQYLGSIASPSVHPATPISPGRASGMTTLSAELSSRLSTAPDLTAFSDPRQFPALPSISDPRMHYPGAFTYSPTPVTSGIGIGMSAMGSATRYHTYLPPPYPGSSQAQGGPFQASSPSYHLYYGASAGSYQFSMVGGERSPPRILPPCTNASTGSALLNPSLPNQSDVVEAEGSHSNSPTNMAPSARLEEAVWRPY
Target sequence (Q13951 whole entry, looked up): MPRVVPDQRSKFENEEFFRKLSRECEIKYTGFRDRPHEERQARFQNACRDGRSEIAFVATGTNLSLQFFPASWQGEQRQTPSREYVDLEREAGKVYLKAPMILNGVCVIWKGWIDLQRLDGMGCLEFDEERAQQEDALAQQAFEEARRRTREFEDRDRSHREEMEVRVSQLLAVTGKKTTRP
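System: Cerulean-labeled Runt domain protein | Quantity: 100 nM of each labeled protein | Schedule: 1 h compound exposure, room temperature | Detection: Fluorescence energy transfer, 422 nm excitation, 530/480 nm emission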
Ba/F3 V617F tox: reduced viability of JAK2V617F-dependent Ba/F3 cells, primary screen, JAK2V617F inhibitor project, cell-based, Ba/F3 EpoR-JAK2V617F, luminescence; ATP luminescence; inhibition, % at 5.6 µM; hit rate 1.1% among 220,000; AID 1446, 2008;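 active = inhibition above the campaign mean plus 3 SD over all tested compounds, cut at about 24% in these data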;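 also: cytokine-independent growth of Ba/F3 cells driven by EpoR plus mutant JAK2; 0% = DMSO-treated cells and 100% = JAK inhibitor I control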
NPY-Y1 PAM-ag: NPY-Y1 receptor potentiators or agonists, primary screen, cell-based; Neuropeptide Y receptor type 1 (Homo sapiens), P25929; NPY-Y1 expressing cells, potentiator/agonist activation; activation, % at 3.6 µM; hit rate 0.37% among 220,000; in the data active = activation above about 33%, passing the limit was not always enough;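 also: cells stimulated with NPY at EC10 then isoproterenol at EC100; 0% = low agonist plus stimulus and 100% = saturating agonist plus stimulus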
Active calls of the source: *; . = no result given. An unsorted share of the library. Share with any hit: about 3.6%.

SMILES	NPY Y1 blocker	S1P4 antag	NPY-Y2 PAM-ag	RBBP9 inhibitor	BaF3 parental	S1P4 ag	Runt-CBFb FRET	Ba/F3 V617F tox	NPY-Y1 PAM-ag
Cc1cc(Cl)c(S(=O)(=O)NCc2ccncc2)cc1OCC(N)=O	-6	-9	6	-7	2	1.1	0	-1	4
CN(C)c1ccc(/C=C/C(=O)c2ccccc2O)cc1	5	-7	-4	-8	3	-1.0	-24	-2	4
Cc1ccc(OCCSc2cc(C)nc(N)n2)cc1	3	-8	2	4	-2	-1.5	-2	-6	4
Cc1ccc(NC2=C(Cl)C(=O)OC2OC(=O)c2ccccc2)c(C)c1 (configuration not stated)	9	-17	-8	-4	1	1.2	-1	-6	-14
CN(C)/C=C1\C=C2C(=O)c3ccccc3N2C1=O	.	14	-11	11	-2	-0.2	-341	-3	6
O=C(NC(=S)Nc1ccc(Oc2ccc(Cl)cc2)cc1)c1ccccc1	-1	-12	-13	-1	-1	1.1	0	-4	-25
CN(C)/C=N/c1cc(=O)[nH]c(=O)n1C	2	3	3	-10	4	0.5	-3	4	-2
COc1cccc(-c2nc3n(n2)C(c2ccc4c(c2)OCO4)C(C(N)=O)=C(C)N3)c1 (configuration not stated)	3	-14	-7	-3	9	-0.9	-3	6	-2
Cc1ccc(C(=O)NCCN2CCOCC2)cc1	7	-8	8	-6	3	0.9	-1	0	-1
CCOc1cccc2sc(Cl)nc12	-1	-8	10	-5	7	1.9	6	3	-4
CCn1c(SCC(=O)N/N=C/C=C/c2ccco2)nc2ccccc21	-3	-18	-5	-4	6	4.9	-2	4	-12
CCOC(=O)C1=C(C)N=C2c3ccccc3C(=O)C2C1c1ccc(Cl)cc1 (configuration not stated)	-6	4	13	-8	4	-1.4	.	-2	24
COc1cc(/C=N/NC2=NCCCCC2)ccc1O	.	16	-1	-8	-3	0.1	5	-4	10
O=C(Cn1cc(/C=N/O)c2ccccc21)N1CCOCC1	-1	-5	0	-5	-3	0.5	-1	-7	-1
Cc1ncoc1C(=O)Nc1ccc(Oc2ccccc2)cc1	-10	-22	-1	-4	4	1.0	-2	2	-2

Compound profiles, from the list above.
CCn1c(SCC(=O)N/N=C/C=C/c2ccco2)nc2ccccc21 is listed with NPY Y1 blocker: -3; S1P4 antag: -18; NPY-Y2 PAM-ag: -5; RBBP9 inhibitor: -4; BaF3 parental: 6; S1P4 ag: 4.9; Runt-CBFb FRET: -2; Ba/F3 V617F tox: 4; NPY-Y1 PAM-ag: -12
COc1cc(/C=N/NC2=NCCCCC2)ccc1O is listed with NPY Y1 blocker: .; S1P4 antag: 16; NPY-Y2 PAM-ag: -1; RBBP9 inhibitor: -8; BaF3 parental: -3; S1P4 ag: 0.1; Runt-CBFb FRET: 5; Ba/F3 V617F tox: -4; NPY-Y1 PAM-ag: 10

Carrying on.
SMILES	NPY Y1 blocker	S1P4 antag	NPY-Y2 PAM-ag	RBBP9 inhibitor	BaF3 parental	S1P4 ag	Runt-CBFb FRET	Ba/F3 V617F tox	NPY-Y1 PAM-ag
COC(=O)C1=C(C)NC(=O)CC1c1ccccc1F (configuration not stated)	2	9	11	-5	-1	1.0	-1	-2	3
COC(=O)C1c2ccccc2-c2ccccc21	4	-3	-7	-3	0	-1.5	-2	2	-9
Cc1nc(N)nc(C)c1Cc1ccccc1	5	11	4	-2	6	0.7	-2	3	-3
Cc1n[nH]c(C)c1S(=O)(=O)N1CCCC(C(=O)N2CCc3ccccc32)C1 (configuration not stated)	-4	-4	0	-11	0	0.7	-1	0	0
O=C(NOC(=O)c1cc(Br)ccc1Cl)c1cccs1	8	-8	0	2	2	0.5	-1	-4	30
CC(NC(=O)/C(=C/c1cccc([N+](=O)[O-])c1)NC(=O)c1ccco1)C(=O)O (configuration not stated)	4	0	-9	-2	4	0.9	2	1	-47
CCN1CCc2c(C#N)c(NCc3ccccc3)nc(N(CC)CC)c2C1	34*	9	-21	10	50*	1.4	1	19	-38
CCN(CC(=O)NCc1cccs1)S(=O)(=O)c1cccc(C(C)=O)c1	6	-1	21	-5	2	-0.6	-2	-4	5
Cc1ccc([N+](=O)[O-])c(OCC(O)CNC(C)(C)C)c1 (configuration not stated)	.	0	105*	-3	2	-2.5	1	-3	113*
CCc1nnc(NC(=O)C2CCCCN2S(=O)(=O)c2ccccc2)s1 (configuration not stated)	0	-1	-1	5	8	0.8	-1	4	-4
O=C(Nc1ccc(O)c(C(=O)O)c1)Oc1ccccc1	.	-7	2	-1	0	0.2	2	-2	9
CCCCOC(=O)c1cc(=O)[nH]c2ccc(C)cc12	22*	15	3	-6	0	-0.9	1	2	-5
COc1ccc(CNCCC2(Cc3ccccc3)CC(C)N(C)CC2C)cc1OC (configuration not stated)	8	-2	-22	-7	9	-1.9	-1	-1	-24
O=C(CN1C2CCCC1CC(NC(=O)c1ccco1)C2)Nc1ccccc1 (configuration not stated)	-3	-4	9	3	-1	0.0	.	-1	-3
CC(=O)Nc1ccc(S(=O)(=O)N2CCN(C3CCCCCCC3)CC2)cc1	0	-4	7	-5	2	0.7	0	-2	14

Only RBBP9 inhibitor, S1P4 ag and NPY-Y2 PAM-ag (three entries from above):
| Structure | RBBP9 inhibitor | S1P4 ag | NPY-Y2 PAM-ag |
| --- | --- | --- | --- |
| Cc1n[nH]c(C)c1S(=O)(=O)N1CCCC(C(=O)N2CCc3ccccc32)C1 (configuration not stated) | -11 | 0.7 | 0 |
| O=C(NOC(=O)c1cc(Br)ccc1Cl)c1cccs1 | 2 | 0.5 | 0 |
| CC(NC(=O)/C(=C/c1cccc([N+](=O)[O-])c1)NC(=O)c1ccco1)C(=O)O (configuration not stated) | -2 | 0.9 | -9 |

(listing goes on)
SMILES	NPY Y1 blocker	S1P4 antag	NPY-Y2 PAM-ag	RBBP9 inhibitor	BaF3 parental	S1P4 ag	Runt-CBFb FRET	Ba/F3 V617F tox	NPY-Y1 PAM-ag
C=CCSC1=N/C(=C\c2cc(OC)c3c(c2)OCO3)C(=O)S1	0	-22	-5	-2	0	-0.8	4	0	-5
Cc1nn(Cc2ccccc2Cl)c2sc(C(=O)NCCCn3ccnc3)cc12	1	-8	-7	-6	1	0.9	-3	2	8
COC(=O)C(C)Sc1ncnc2c1c(-c1ccccc1)cn2-c1ccc(OC)cc1 (configuration not stated)	5	-10	-13	-10	7	0.5	-6	3	-4
CN(C)S(=O)(=O)c1cc(NC(=O)CN2CCN(c3ccccc3)CC2)ccc1Cl	3	-8	-1	6	4	0.5	0	-1	-7
Cc1ccc2cc(C#N)c(N3CCN(C)CC3)nc2c1	16	-6	-25	-5	1	0.7	-4	-3	-52
COc1cnc(SCc2c(Cl)cccc2Cl)nc1Cl	0	19	-34	0	11	-1.9	0	7	-47
COc1cccc(-c2cc(=O)c3cc(NC(=O)c4ccc(Cl)cc4)ccc3[nH]2)c1	1	-4	-9	-6	10	0.1	0	1	-27
Cc1cc(NC(=O)CCc2ccccc2)c([N+](=O)[O-])cc1C	13	-9	-6	-6	8	-0.3	-1	4	-28
Cc1nc([N+](=O)[O-])c(Br)n1Cc1ccccc1	.	-15	4	0	-7	0.5	2	36*	8
COc1cccc(CN2CCN(C(=O)CC(C)C)CC2)c1	-4	-6	4	8	9	-1.5	0	2	7
CCOc1ccc2nc(SCC(=O)N(C)C3CCS(=O)(=O)C3)[nH]c2c1 (configuration not stated)	-2	-8	-5	-6	1	1.6	-1	-1	-2
C=CCn1c(SCC(=O)N2CC(=O)Nc3ccccc32)nc2scc(-c3cccs3)c2c1=O	-2	-26	-4	-18	9	1.1	-2	5	-3
Cc1cc(C)c(OCC(=O)NCC2CCCO2)c(C)c1 (configuration not stated)	16	-13	-6	-3	7	2.2	-1	2	-3
CCOC(=O)c1cc(NC(=O)CSCCO)ccc1Cl	6	-3	-4	2	2	3.3	2	-3	8
COc1cccc(-c2nc(NCc3ccco3)c3ccccc3n2)c1O	-11	-4	4	-11	6	-0.2	.	1	2
CCN(CC)C(=O)CSc1nc2c(c(-c3cccnc3)c1C#N)CCCC2	2	-13	3	0	6	-0.4	0	5	0
COc1cc(C(=O)NCCC(=O)NC2CCCCCCC2)cc(OC)c1OC	0	-17	14	-1	10	1.5	0	1	-16
COc1ccc(NC(=S)N2CCC(N(C)CC3CCCO3)CC2)cc1Cl (configuration not stated)	3	-1	10	-6	3	-2.5	9	0	5
CCc1c(C)sc(NC(=O)c2cc(-c3ccc(OC)c(OC)c3)on2)c1C#N	5	-11	-9	0	1	-0.1	0	-1	-13
CC(C)Cc1cc(C(=O)N2CCC(N3CCC(C(=O)N4CCOCC4)CC3)CC2)n[nH]1	-1	-19	-7	-4	5	1.9	1	1	-19
COc1ccc(OC)c(NC(=O)c2nnn(Cc3ccccc3C)c2N)c1	-6	-3	7	-1	20	-0.1	0	24*	-9
CCOC(=O)CSc1nnc(NC(=O)c2cccc(S(=O)(=O)N3CCCCC3)c2)s1	-2	-25	8	-6	3	1.7	1	-1	-4
CCOc1ccc(N2C(=O)CC(N(C)Cc3ccccc3)C2=O)cc1 (configuration not stated)	-1	7	-11	-1	8	-2.4	3	4	-10
CCOc1nonc1C(=N)/C(C(C)=O)=C(\C)O	3	-7	4	-3	1	2.2	-1	-4	6
Cc1ccccc1NC(=O)NC1(C(=O)N2CCCC2)CCCCC1	0	-19	8	0	5	0.6	-1	-2	7

Arranged by value in NPY-Y1 PAM-ag (ascending): some entries from above.
SMILES,NPY-Y1 PAM-ag
CCc1c(C)sc(NC(=O)c2cc(-c3ccc(OC)c(OC)c3)on2)c1C#N,-13
CCOC(=O)CSc1nnc(NC(=O)c2cccc(S(=O)(=O)N3CCCCC3)c2)s1,-4
CCOc1nonc1C(=N)/C(C(C)=O)=C(\C)O,6
